DAX1 inh-1: inhibitors of DAX1 repression of SF-1 activated StAR promoter. HEK293T StAR-luciferase reporter, SF-1/DAX-1 repression relief. inhibition, % at 6.8 µM. actives 1.1% (n = 370,000). AID 652010;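 active = inhibition above the mean over all tested compounds plus 3 SD, cut at about 3.6% in these data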;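 note: 0% = DAX-1 cells with DMSO and 100% = cells lacking DAX-1 with DMSO; higher inhibition means more luminescence from relief of DAX-1 repression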
ADAM10 inh: ADAM10 inhibition, QFRET primary screen. recombinant ADAM10, EDANS/DABCYL FRET peptide cleavage, 3 h. inhibition, % at 7 µM. actives 0.62% (n = 370,000). AID 720582;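 active = inhibition above a per-campaign cutoff equal to the mean of compounds falling between control-based bounds plus 3 SD, cut at about 20% in these data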;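 note: 0% = DMSO wells while the 100% control is not disclosed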
PLC-gamma1 inh: inhibitors of human phospholipase C gamma1 | purified PLC-gamma1, fluorogenic substrate, fluorescence | inhibition, % at 12.2 µM | actives 0.84% (n = 370,000) | AID 720700; in the data active = inhibition above about 9.5%
hgDAF12 agonist: agonists of H. glycines DAF-12 nuclear receptor; HEK293 GAL4-hgDAF12 UAS-luciferase reporter, agonist luminescence; normalized to butyrate control; activation, % at 6.8 µM; actives 1.8% (n = 370,000); AID 687014;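 active = activation above a cutoff set at the mean of all screened compounds plus 3 SD, cut at about 10% in these data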;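 note: 0% = DMSO wells and 100% = sodium butyrate wells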
FXN GAA850 act: frataxin GAA850 promoter activation. HEK293 lucGAA850 FXN promoter luciferase reporter, 24 h; percent of 10 µM SAHA response. activation, % at 6 µM. actives 0.56% (n = 360,000). AID 540364;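 active = activation above the average of all compounds screened plus 3 SD, cutoff fixed separately per campaign, cut at about 7.5% in these data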;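 note: 0% = DMSO wells and 100% = 10 µM SAHA wells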
hcDAF12 agonist: H. contortus DAF-12 activation, primary screen; activation, % at 6.8 µM; actives 1.4% (n = 370,000); HEK293 hcDAF-12 lit1-tk-luc reporter, luminescence; 0% DMSO, 100% Δ7-dafachronic acid; AID 652067;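 active = activation above the mean of all tested compounds plus 3 SD, cut at about 5.5% in these data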;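 note: 100% = response to 3 µM Δ7-dafachronic acid high control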
ssDAF-12 act: activators of S. stercoralis DAF-12 nuclear receptor. HEK293 ssDAF-12/GRIP1 lit1-tk-luc reporter, luminescence; % of 3 µM dafachronic acid response. activation, % at 6.8 µM. actives 1% (n = 370,000);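 active = activation above the mean over all tested compounds plus 3 SD, cut at about 0.9% in these data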;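 note: 0% = DMSO-only wells and 100% = 3 µM delta7-dafachronic acid wells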
ADAM17 inh: ADAM17 inhibition, QFRET primary screen. recombinant ADAM17, EDANS/DABCYL FRET peptide cleavage. P78536. inhibition, % at 6.95 µM. actives 0.83% (n = 370,000);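 active = inhibition above the mean of compounds lying between control limits plus 3 SD, set per campaign, cut at about 8.5% in these data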;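 note: 0% = DMSO-only wells as the low control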
DAX1 inh-2: inhibitors of human orphan nuclear receptor DAX1 (NR0B1); inhibition, % at 6.75 µM; HEK293 Gal4-DAX1 luciferase reporter, luminescence; actives 0.99% (n = 340,000); AID 504766;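 active = inhibition above the mean over all tested compounds plus 3 SD, cut at about 4.2% in these data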;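 note: 0% = DAX1-transfected cells with DMSO and 100% = empty-vector control cells with DMSO; inhibition shows as a rise in luminescence from relieved DAX1 repression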
Target sequence (P51843 207-470 limits assumed): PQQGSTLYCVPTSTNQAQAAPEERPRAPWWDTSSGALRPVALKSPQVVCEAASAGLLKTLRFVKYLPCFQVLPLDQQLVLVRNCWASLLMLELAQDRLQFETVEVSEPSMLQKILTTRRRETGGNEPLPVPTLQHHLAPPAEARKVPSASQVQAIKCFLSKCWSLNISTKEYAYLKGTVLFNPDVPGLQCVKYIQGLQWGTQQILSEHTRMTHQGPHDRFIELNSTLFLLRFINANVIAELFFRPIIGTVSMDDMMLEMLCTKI
HGIII-sPLA2 inh: Blocks human group III sPLA2 activity; QFRET BODIPY PC-A2 liposome hydrolysis, fluorescence; inhibition, % at 12.2 µM; actives 0.56% (n = 370,000); AID 743126;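 active = inhibition above mean plus 3 SD of compounds lying within the high and low control bounds, cut at about 19% in these data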;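 note: 0% = median of test compound wells and 100% = no enzyme DMSO wells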
Target sequence (Q9NZ20 whole entry, looked up): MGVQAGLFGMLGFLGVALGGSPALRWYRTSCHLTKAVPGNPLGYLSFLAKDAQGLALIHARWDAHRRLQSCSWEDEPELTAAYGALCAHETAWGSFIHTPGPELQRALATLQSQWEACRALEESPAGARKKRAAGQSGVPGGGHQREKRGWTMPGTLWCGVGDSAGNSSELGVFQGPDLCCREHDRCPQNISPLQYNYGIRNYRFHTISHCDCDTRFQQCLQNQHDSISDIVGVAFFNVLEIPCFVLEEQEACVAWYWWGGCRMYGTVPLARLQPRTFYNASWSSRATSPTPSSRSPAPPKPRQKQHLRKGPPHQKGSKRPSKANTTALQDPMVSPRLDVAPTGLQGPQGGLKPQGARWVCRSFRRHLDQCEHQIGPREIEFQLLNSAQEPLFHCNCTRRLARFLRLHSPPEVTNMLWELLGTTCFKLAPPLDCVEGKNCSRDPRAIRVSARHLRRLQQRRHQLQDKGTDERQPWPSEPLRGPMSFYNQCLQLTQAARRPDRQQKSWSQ
PLC-beta3 inh: PLC-beta3 (human) inhibition, primary screen. Q01970. Purified PLC-beta3, fluorogenic substrate, fluorescence. inhibition, % at 12.2 µM. actives 0.18% (n = 370,000). AID 720704; in the data active = inhibition above about 11%;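 note: 0% = median of compound wells on plate and 100% = full blocker control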
* marks the source's active call; other numbers are inactive results; · = not tested or not shown.

SMILES	DAX1 inh-1	ADAM10 inh	PLC-gamma1 inh	hgDAF12 agonist	FXN GAA850 act	hcDAF12 agonist	ssDAF-12 act	ADAM17 inh	DAX1 inh-2	HGIII-sPLA2 inh	PLC-beta3 inh
COc1ccc(CCn2nnc(-c3ccc(NC(C)=O)c(Cl)c3)n2)cc1	-0.5	-3	0	-1.1	1.1	-0.6	-1.3	-1	-0.5	0	-4
O=c1ccc(=O)n(CCc2ccccn2)[nH]1	-0.7	-6	0	-0.6	1.2	0.0	-0.7	1	2.5	-1	5
Cn1c(SSc2ccc(-c3cccnc3)n2C)ccc1-c1cccnc1	-3.6	-9	4	-3.4	-2.5	0.4	-1.2	-3	1.2	-12	1
Oc1c(Br)cc(Br)c(/C=N/n2c(-c3ccccc3)n[nH]c2=S)c1Br	0.7	14	-13	0.5	1.9	-2.4	-1.4	1	-0.2	-2	-27
Oc1ccc(CNc2cccnc2)c2cccnc12	·	9	-1	1.2	·	-0.4	-1.3	3	·	3	1
O=C(O)c1ccc(Cn2cc(C(F)(F)F)ccc2=O)cc1	-0.3	-6	0	-0.7	1.7	-1.4	-1.4	-3	-0.6	10	0
Cn1c(N)c(C(=O)CSc2nnc(NC3CCCCC3)s2)c(=O)n(C)c1=O	-1.3	2	2	-2.0	2.5	-1.1	-1.5	-2	-0.8	-8	-7
COc1ccc(CCNC(=O)Cn2nc(C(=O)O)c3ccccc3c2=O)cc1OC	0.6	-11	1	-0.5	-0.4	0.1	-1.4	-7	0.1	-2	-4
COc1ccccc1C(=O)NCCn1cc(SCC(=O)NCC2CCCO2)c2ccccc21 (stereo not given)	-2.2	-5	1	-3.0	1.8	-2.6	-1.1	-2	0.9	1	-3
Cc1ccc(S(=O)(=O)N2CCN(S(=O)(=O)N3CCCCC3)CC2)c(C)c1	-0.9	1	-2	0.3	-2.3	1.2	-1.4	-1	1.2	-8	2
O=C(NCc1ccc2c(c1)OCO2)c1ccc2c(c1)C(=O)N(Cc1cccnc1)C2=O	-0.7	7	2	1.3	0.3	0.1	0.0	-6	-0.2	2	-1
OC1COC(OCC2OC(OCc3ccccc3)C(O)C(O)C2O)C(O)C1O (stereo not given)	-0.2	-20	-1	-0.6	-0.5	-0.3	-0.8	-3	-0.3	16	-6
C/C=C/C(=O)Nc1ccccc1Br	-0.3	7	7	0.4	1.4	-1.1	-1.9	5	-0.3	8	4
O=C1OC(Nc2ccc3c(c2)OCO3)c2ccccc21 (stereo not given)	0.1	-4	-3	-3.7	5.0	-1.2	-0.7	-6	-0.6	3	-8
CCN(CC(=O)NCc1cccs1)C(=O)c1ccc(S(=O)(=O)Nc2ccccc2C)cc1	-0.8	-12	-2	1.0	0.2	0.1	-1.5	-2	-1.1	13	-3
Cc1nc(/C(N)=N/OC(=O)c2cccc(Cl)c2)c(C(F)(F)F)o1	0.6	-1	1	1.5	-2.3	-1.6	-0.4	-1	0.9	1	-7
Cc1ccc2[nH]c3c(=O)n(CCCN4CCOCC4)cnc3c2c1	0.2	-139	-9	-1.3	0.1	-1.8	0.0	-36	0.5	10	-12
Cc1ccc(S(=O)(=O)N(Cc2ccccc2)c2ccccc2C(=O)N2CCCCC2)cc1	-0.4	6	-1	-0.7	0.2	-2.2	-1.1	2	-0.4	-6	-2
CCOc1ccc(N2C=Nc3ccc(OCC)cc3C2)cc1	-0.4	-17	-10	2.5	1.6	-2.1	-1.5	-2	-0.2	11	-19
Cc1nc(C(=O)Nc2cccc(Cl)c2Cl)nn1-c1cc(OC(C)C)c(Cl)cc1Cl	-0.4	-28	-1	-0.6	-1.5	-0.7	-1.0	0	-1.1	4	-2
CC(C)CCOc1ccc(-c2c(=O)n(OCc3ccc([N+](=O)[O-])cc3)c3ccccc3[n+]2[O-])cc1	0.6	-4	-2	5.2	0.1	-0.9	-1.1	-2	0.7	7	-8
CCOC(=O)N1CCN(CC(=O)Nc2ccc(F)c(F)c2F)CC1	-0.3	0	9	-1.4	0.1	-0.5	-0.9	-1	-0.4	0	-6
O=C(CN1C(=O)/C(=C/c2cccc(Br)c2)SC1=S)NC1=NCCS1	0.5	9	2	-1.7	1.9	-0.7	-1.3	1	1.2	-8	0
Cc1ccc(C2(C)NC(=O)N(CC(=O)NNC(=O)c3cc(C)oc3C)C2=O)cc1 (stereo not given)	-0.7	-13	-13	1.1	3.0	-1.0	-0.4	1	-0.1	5	-7
COc1ccc(CCNC(=O)c2ccccc2NC(=O)c2ccco2)cc1OC	0.6	0	1	-1.8	1.6	-2.0	-1.9	-2	-1.3	-2	-1
COCCN1C(=O)C(=O)/C(=C(/O)c2ccc(S(=O)(=O)N3CCCCC3)cc2)C1c1ccc(OC)c(OC)c1 (stereo not given)	0.7	-5	-3	-0.5	-1.0	-1.2	-0.3	-4	-0.6	-10	-11
COc1ccc(C(C)(C)C)cc1NC(=O)Cn1cnnn1	0.1	0	1	-0.6	1.1	-1.4	-0.5	1	2.9	-3	2
CN(C)CCn1nnnc1SCC1=C(C(=O)O)N2C(=O)[C@@H](NC(=O)Cc3csc(N)n3)[C@H]2SC1	1.4	-27	-22	-0.8	0.9	0.7	-0.8	-14	0.2	12	-28
O=c1c2c3c(sc2n(CCN2CCCC2)c(=O)n1Cc1ccccc1)CCCCC3	-0.4	4	3	-2.9	2.3	-0.8	-1.8	-2	·	3	-4
CCOC(=O)CSc1nc2c(c(=O)n1-c1ccc(OCC)cc1)SCC2	-0.3	-2	-1	-3.2	-2.5	-1.5	-1.9	-3	-0.8	4	2

Results in hcDAF12 agonist and HGIII-sPLA2 inh (two entries from above):
| Molecule | hcDAF12 agonist | HGIII-sPLA2 inh |
| --- | --- | --- |
| CC(C)CCOc1ccc(-c2c(=O)n(OCc3ccc([N+](=O)[O-])cc3)c3ccccc3[n+]2[O-])cc1 | -0.9 | 7 |
| CCOC(=O)N1CCN(CC(=O)Nc2ccc(F)c(F)c2F)CC1 | -0.5 | 0 |

Later entries:
SMILES	DAX1 inh-1	ADAM10 inh	PLC-gamma1 inh	hgDAF12 agonist	FXN GAA850 act	hcDAF12 agonist	ssDAF-12 act	ADAM17 inh	DAX1 inh-2	HGIII-sPLA2 inh	PLC-beta3 inh
O=C(CN1CCC(n2nnc3ccccc32)CC1)Nc1ccc2c(c1)CCC2	0.1	6	0	1.5	1.2	-0.7	-1.4	2	-0.5	-19	-2
CCc1ccc2c(c1)cc(CN(C(=S)Nc1ccccc1C)C1CC1)c1nnnn12	-0.7	-6	-3	-0.4	1.1	-1.3	-1.5	-3	-0.3	2	0
CCOc1cc(OCC)cc(C(=O)NCCN2CCC(n3c(=O)[nH]c4ccccc43)CC2)c1	-0.9	-8	-1	-1.3	·	-1.5	-1.6	-4	·	-8	-2
Cc1sc2ccccc2c1CNC[C@H]1O[C@@H](n2cnc(C(N)=O)n2)[C@H](O)[C@@H]1O	1.5	4	9.8*	-2.8	2.0	-0.8	1.0*	4	0.5	7	3
Cc1ccc(OCCNS(=O)(=O)c2ccc(Cl)cc2)cc1	-0.6	-7	0	0.7	2.1	-1.4	-1.4	-1	0.9	-5	-10
O=C(Nc1cccc(Cl)c1Cl)c1csc([C@@H]2O[C@H](CO)[C@@H](O)[C@H]2O)n1	1.7	-4	1	6.8	2.1	0.0	-0.8	-1	·	-3	3
Cc1cc(NC(=O)Nc2ccccc2[N+](=O)[O-])no1	-0.1	3	-3	5.0	3.8	-0.4	0.2	-1	0.8	1	2
Cc1cc(C)n2nc(C(=O)OCC(=O)NC3CCS(=O)(=O)C3)nc2n1 (stereo not given)	0.0	-5	2	-0.4	0.4	3.2	-0.3	-1	-0.8	-1	4
O=C(O)C(c1ccccc1)N1C(=O)/C(=C\c2ccc(-c3cccc(Cl)c3)o2)SC1=S (stereo not given)	-0.2	4	-7	-1.9	1.9	-1.1	-0.4	-4	-1.3	0	-13
CC(C)CC1NC(=O)N(CC(=O)Nc2ccccc2-c2ccccc2)C1=O (stereo not given)	0.4	-1	1	-3.9	-0.7	-0.7	-1.7	-1	1.4	-2	1
COc1c(C)cc(C(=O)C2CCCN(Cc3c(C)n(C)n(-c4ccccc4)c3=O)C2)cc1C (stereo not given)	-0.4	4	4	0.6	-0.7	-2.5	-1.6	0	·	-4	4
CCCCCCN1C[C@@H](n2cc(COC(=O)c3ccccc3)nn2)[C@H](O)C[C@@H]1c1ccc(C)cc1	0.6	-15	-1	-0.9	-2.9	-1.5	-1.3	-4	1.0	-1	-1
CC1CC1C(=O)Nc1nc2ccc(Cl)cc2s1 (stereo not given)	0.2	6	1	9.2	1.8	7.0*	0.0	2	1.1	-5	-4
O=C(CCc1nnc2ccc(N3CCCC3)nn12)Nc1cc(F)ccc1F	0.6	6	-2	-1.1	0.4	-0.2	-0.9	-2	0.1	0	-6
CCN(C(=O)CSc1nnc(-c2ccc(Cl)cc2)n1C)C1CCS(=O)(=O)C1 (stereo not given)	-0.4	2	2	-0.8	-1.0	-0.7	-1.3	0	0.1	0	-1
Cc1ccc(-n2c(O)c(C=Nc3ccc(S(=O)(=O)Nc4ncccn4)cc3)c3ccccc3c2=O)cc1C	0.2	-49	-5	1.7	-0.2	1.3	0.2	-14	-1.5	16	-12
CC(C)=N/N=C(/c1ccc([N+](=O)[O-])cc1)C12CN3CN(CN(C3)C1)C2	-0.2	-1	9	-0.8	1.1	6.9*	-1.4	3	-0.2	6	1
COc1ccccc1C(=O)NC(=O)Nc1c(C)cc(C)cc1C	-0.7	-13	0	-3.5	-0.7	-1.8	-1.1	-2	-1.8	7	-10
CC(C)N(C(=O)CSc1nc(COc2ccccc2)nc2ccccc12)C(C)C	-0.3	4	-1	-1.7	3.2	-1.3	-1.7	3	-2.9	-1	-8
COc1ccc(OC)c(S(=O)(=O)n2cccn2)c1	-0.4	-13	2	0.1	0.7	-0.7	-0.6	-3	0.3	11	1
O=C(CNc1cccc2ccccc12)N/N=C/C(Br)=C/c1ccccc1	-1.5	-9	-10	-2.4	13*	3.4	0.8	-7	-1.2	4	-21
N#Cc1nc(-c2ccc(OCc3ccc(Cl)cc3)cc2)oc1NCCCn1ccnc1	0.4	-3	-6	-0.2	0.3	1.2	-1.3	-1	-0.6	-5	-6
O=C1C=CN(Cc2ccccc2)CC1	0.2	-6	0	2.6	1.0	-1.1	-1.2	-2	0.0	7	-1
CCOC(=O)c1c(NC(=O)CSc2ncn[nH]2)sc(C)c1C	-1.6	-6	1	-0.7	0.5	-1.6	-1.3	0	-0.8	-39	0
CCOc1ccc(S(=O)(=O)N2CCN(C(=O)C3CSC4(C)CCC(=O)N34)CC2)cc1 (stereo not given)	0.4	-3	1	-1.7	0.4	-1.5	-1.0	-1	0.2	3	-3
CCCN(CCC)S(=O)(=O)c1ccc(C(=O)N2CC3CCC(CC3)C2)cc1	0.3	1	4	-2.4	2.0	-1.2	-1.6	2	0.1	-3	-2
CCOc1ccc(Cl)cc1-c1cc(C(=O)NCc2cccs2)[nH]n1	-0.6	12	6	0.2	1.2	-0.5	-1.0	6	·	-8	3
CSc1nc2sc3c(c2c(=O)[nH]1)CC(C)(C)OC3	0.0	-18	-2	-1.1	1.2	0.6	-1.1	-4	-0.7	-3	1
